From PubChem
Tn7 DDE FP: DD(E)-Tn7 binding inhibition, primary FP screen; P02675; FP displacement of FITC-Tn7 peptide from fibrin DD(E); 0% = median of compound wells per plate; inhibition, % at 8.3 µM; 0.13% of 370,000 active;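 active = inhibition above the mean of compounds falling within the control limits plus 3 SD of them, cut at about 14% in these data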;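 also: 0% = plate median of compound wells and 100% = 10 µM Aha-Tn7 peptide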
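Assay system: Human clot-derived fibrin DD(E) complex | Buffer or medium: Tris/NaCl/CaCl2 buffer, pH 7.8 | Repeats: One replicate per compound | Benchmarks: Aha-Tn7 high control | Measure: % inhibition scaled between sample-field median and high-control FP | Schedule: 10 min plus 3 h, room temperature | Signal: Fluorescence polarization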
Tn6 DDE FP: inhibitors of Tn6 peptide binding to human fibrin DD(E); AID 720509; Fibrin DD(E) TRITC-Tn6 fluorescence polarization displacement; 0.21% of 370,000 active; inhibition, % at 8.3 µM; P02675;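 active = inhibition above a per-campaign cutoff: mean of compounds within control limits plus 3 SD, cut at about 15% in these data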;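 also: 0% = median of all compound wells on the plate and 100% = blocking peptide control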
TDP2 absorb: blocks human TDP2 phosphodiesterase activity; recombinant TDP2, T5PNP hydrolysis, p-nitrophenol absorbance 415 nm; inhibition, % at 12.8 µM; 0.34% of 370,000 active; AID 720702;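 active = inhibition above the mean of all tested compounds plus 3 SD, set per campaign, cut at about 25% in these data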;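 also: 0% = DMSO with enzyme and 100% = buffer with substrate but no TDP2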
Target sequence (O95551 whole entry, looked up): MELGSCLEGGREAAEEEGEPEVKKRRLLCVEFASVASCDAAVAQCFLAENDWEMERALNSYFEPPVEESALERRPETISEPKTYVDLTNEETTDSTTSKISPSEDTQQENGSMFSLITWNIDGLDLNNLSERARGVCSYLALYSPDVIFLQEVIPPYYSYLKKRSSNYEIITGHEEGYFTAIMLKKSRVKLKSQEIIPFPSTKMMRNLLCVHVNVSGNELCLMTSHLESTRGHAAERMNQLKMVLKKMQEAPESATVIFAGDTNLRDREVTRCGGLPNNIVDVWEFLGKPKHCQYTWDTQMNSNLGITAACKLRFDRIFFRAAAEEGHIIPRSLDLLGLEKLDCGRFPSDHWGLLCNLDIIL
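Test system: human TDP2 enzyme; Input: 120 nM TDP2 per well; Buffer or medium: Mg2+-containing Tris-HCl buffer, pH 7.5; Reagent: 5 mM T5PNP; Dosing: 12.8 µM single point, 1% DMSO; Incubation: reaction 2 h, 37 °C; Detection: p-Nitrophenol epi absorbance; Read-out: % inhibition relative to enzyme-containing and enzyme-free wells; Replicates: single well per compound.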
LEDGF integ inh: blocks HIV-1 LEDGF/p75-dependent DNA integration; inhibition, % at 3.7 µM; 0.64% of 370,000 active; TR-FRET IN-LEDGF/p75 DNA integration, Eu/Cy5; AID 743269;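 active = inhibition above the screen-wide mean plus 3 SD, cut at about 13% in these data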;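 also: signal is the Cy5 over europium emission ratio at 671 and 618 nm; 0% = plate median of compound wells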
proKLK7 act: activates the human kallikrein-7 zymogen; P49862; activation, % at 7 µM; 0.9% of 370,000 active; purified proKLK7, EDANS-DABCYL substrate fluorescence; 100% is mature enzyme control, 0% vehicle;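 active = activation above the mean of all tested compounds plus 3 SD, computed per campaign excluding outliers beyond control limits, cut at about 13% in these data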
Target sequence (P49862 whole entry, looked up): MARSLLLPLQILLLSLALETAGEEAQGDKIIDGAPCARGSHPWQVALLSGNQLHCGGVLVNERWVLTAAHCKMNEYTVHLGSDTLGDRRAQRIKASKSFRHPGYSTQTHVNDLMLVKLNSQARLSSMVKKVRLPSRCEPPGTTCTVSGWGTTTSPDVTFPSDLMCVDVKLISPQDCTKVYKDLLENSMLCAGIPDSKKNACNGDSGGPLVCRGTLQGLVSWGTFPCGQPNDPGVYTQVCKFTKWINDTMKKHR
UHRF1 MBD2 ctr: human UHRF1 methylated DNA binding inhibitors; Q96T88; UHRF1 binding to methylated oligo, TR-FRET; inhibition, % at 4.4 µM; 0.75% of 370,000 active; in the data active = inhibition above about 21%;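 also: UHRF1 SRA domain binding a hemimethylated CpG hairpin DNA probe; 0% = median of test compound wells and 100% = reference inhibitor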
TCR-CD3 inh: inhibitors of human TCR-CD3 interaction. TAMRA-labeled TCR probe fluorescence, biochemical. inhibition, % at 9.4 µM. 0.37% of 360,000 active. AID 651800; in the data active = inhibition above about 19%;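 also: recombinant mutant TCR 2C K166C tagged with TAMRA read by polarization; 0% = receptor in buffer alone and 100% = receptor with positive control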
SIAE primary: blocks human sialic acid acetylesterase; 0.69% of 370,000 active; Q9HAT2; inhibition, % at 9.66 µM; SIAE FP-Rh probe binding, fluorescence polarization; AID 1053197;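 active = inhibition above a cutoff: mean of compounds within the control limits plus 3 SD of those, cut at about 17% in these data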;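 also: 0% = plate median of compound wells and 100% = probe without SIAE protein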
PRMT1 inh: inhibitors of human PRMT1 | Q99873 | recombinant PRMT1, activity-based probe fluorescence polarization | inhibition, % at 2.79 µM | 1.3% of 370,000 active | AID 652257;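 active = inhibition above about 21% made by adding two undisclosed values, limit read from the data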
Target sequence (Q99873 whole entry, looked up): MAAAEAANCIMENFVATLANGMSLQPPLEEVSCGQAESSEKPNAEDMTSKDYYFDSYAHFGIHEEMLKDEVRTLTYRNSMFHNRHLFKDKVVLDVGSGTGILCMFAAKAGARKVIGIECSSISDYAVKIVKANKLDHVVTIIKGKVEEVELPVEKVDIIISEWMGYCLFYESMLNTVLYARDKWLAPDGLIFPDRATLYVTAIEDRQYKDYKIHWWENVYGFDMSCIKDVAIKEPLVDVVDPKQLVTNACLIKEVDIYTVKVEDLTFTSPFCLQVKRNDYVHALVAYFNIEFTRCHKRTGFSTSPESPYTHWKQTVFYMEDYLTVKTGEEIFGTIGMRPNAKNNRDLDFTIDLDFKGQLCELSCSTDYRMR
MBD2 inh: MBD2-methylated oligo binding inhibition | AID 686964 | 0.31% of 370,000 active | TR-FRET, MBD2 binding to methylated oligonucleotide | inhibition, % at 4.4 µM | Q9UBB5; in the data active = inhibition above about 13%
* = called active by the depositor; & = joins results of further samples.

Tn7 DDE FP	Tn6 DDE FP	TDP2 absorb	canonical_smiles	LEDGF integ inh	proKLK7 act	UHRF1 MBD2 ctr	TCR-CD3 inh	SIAE primary	PRMT1 inh	MBD2 inh
-0.9	-4.2	-4.0	O=C(NCCC1=CCCCC1)C1CCCN(S(=O)(=O)c2cccnc2)C1 (configuration not stated)	3.6	0.2	2.2	4.1	-3.9	-2.3	1.4
-2.9	1.5	9.0	Cc1cc2c(sc3ccccc32)c(C)n1	-2.2	-0.3	-2.4	4.4	0.4	0.6	-5.4
-1.4	0.0	-12.2	CCOC(=O)N1CCN(C(=O)CN(Cc2ccccc2)S(C)(=O)=O)CC1	1.1	-0.3	1.6	0.0	5.5	-0.2	-6.7
1.9	6.5	1.1	CCOc1ccc(CNC(=O)CCC(=O)N2Cc3cccc(OC)c3Oc3ncccc32)cc1	1.2	0.2	-0.1	3.3	1.2	0.6	-0.9
1.3	-8.2	3.3	CC(=O)c1ccc(OCc2cc([N+](=O)[O-])cc3c2OCOC3)cc1	4.2	-0.3	22.6*	-0.9	-6.6	2.0	-2.2
1.0	-5.4	-0.3	Cc1csc2ncc(C(=O)NCCC(c3ccccc3)c3ccccc3)c(=O)n12	3.0	-5.7	1.8	-0.7	-9.2	-1.6	1.1
7.0	-6.6	-7.0	COc1ccc(NC(=O)C2=CN3CCS(=O)(=O)N=C3C=C2)c(OC)c1	-0.6	0.0	2.9	-8.6	4.5	6.7	6.4
-8.3&-4.0	-3.8&-1.8	-11.4&-10.9	Clc1ccc2nsnc2c1NC1=NCCN1	3.8&0.0	0.8&-0.1	-0.4&0.1	1.4&-2.3	-1.6&3.7	-2.1&1.3	-8.4&0.4
-2.5	4.7	-13.9	CCN1CCC2(CCN(C(=O)c3cc(COc4cc(C)ccc4C)on3)C2)C1 (configuration not stated)	1.1	0.4	12.4	3.9	1.3	0.1	4.7
-1.0	-6.8	-0.3	CCOc1ccc(C(=O)NCCCN2CCCC2=O)cc1	-2.2	0.2	0.6	-0.1	-7.4	2.4	4.4
0.6	3.3	-1.6	COc1ccc(S(=O)(=O)NC(=O)C2(C)CCN2C(=O)COc2ccc(Cl)cc2)cc1OC (configuration not stated)	-1.4	-0.5	-0.5	5.9	0.0	0.0	0.5
4.6	8.4	-14.6	Cc1cccc(-c2nnc(SCC(=O)Nc3nc4c(s3)CCCC4)n2C)c1	0.4	-0.9	4.2	-10.4	-2.4	1.4	1.4
2.8	-0.1	14.1	COC(=O)Cc1cc(=O)n(-c2nc3ccccc3s2)[nH]1	2.4	-1.1	0.3	18.5	10.7	9.3	-0.9
8.0	-3.5	-6.1	O=C(CCCOc1ccc(Br)cc1)NCCc1ccc(OC(F)F)cc1	1.0	-0.4	-0.9	-4.1	-3.8	4.1	-7.2
-5.3	2.9	2.2	CCC(=O)Nc1ccc2c(c1)ncn2C	-1.5	0.3	-0.8	1.6	0.2	2.6	2.0

As entered above.
`O=C(CCCOc1ccc(Br)cc1)NCCc1ccc(OC(F)F)cc1` @ SIAE primary: -3.8
`CCOC(=O)N1CCN(C(=O)CN(Cc2ccccc2)S(C)(=O)=O)CC1` @ Tn7 DDE FP: -1.4
`O=C(NCCC1=CCCCC1)C1CCCN(S(=O)(=O)c2cccnc2)C1` (configuration not stated) @ LEDGF integ inh: 3.6

Next part
Tn7 DDE FP	Tn6 DDE FP	TDP2 absorb	canonical_smiles	LEDGF integ inh	proKLK7 act	UHRF1 MBD2 ctr	TCR-CD3 inh	SIAE primary	PRMT1 inh	MBD2 inh
2.5	-1.5	-3.4	O=C(NCCCN1CCOCC1)C(=O)c1c[nH]c2ccccc12	-0.5	0.0	-0.8	1.4	-6.1	0.5	0.5
5.5	2.9	-1.4	CC1OC(C(C)(C)C)CC2=C1C(=O)OC(C)(C)O2 (configuration not stated)	0.4	0.0	0.6	-1.6	6.0	-2.4	-1.9
-0.4	-1.7	-4.7	CCN(C)C1CN(Cc2cn(Cc3ccc(Cl)cc3)nn2)S(=O)(=O)C1 (configuration not stated)	-3.5	-0.3	2.5	-2.7	3.5	-0.9	-2.4
-2.6	-4.2	-6.2	COc1cccc(N2CCN(CC(=O)Nc3nc(C)c(C(=O)N(C)C)s3)CC2)c1	-4.2	-0.3	6.5	-2.5	9.2	1.1	-1.5
2.4	-2.9	-10.7	Cc1cc(C(=O)c2ccccc2)c(NC(=O)CCl)s1	-1.7	0.0	4.8	-7.7	-4.1	3.1	7.8
3.6	-10.5	-12.6	COc1ccc2cc(Br)ccc2c1CC(=O)NC1CC(C)(C)NC(C)(C)C1	-3.5	-0.2	-5.7	9.6	5.6	-0.5	-2.5
-3.4	0.9	-11.0	COc1ccc(C(=O)Nc2cc3c(cc2Cl)OCCCO3)cc1	-6.4	0.4	0.5	-2.7	-6.0	3.9	1.4
4.8	-1.8	13.9	CCOCCCNCc1cccc(OC)c1	1.9	0.0	0.9	-1.0	3.0	-1.4	-1.0
-6.8	7.2	-0.2	CCN(CC)CCSc1nc2ccccc2c(=S)n1-c1ccccc1	1.4	0.0	-2.5	9.9	-1.0	5.8	-4.3
-12.1	8.5	-15.6	CCCCCC(=O)N1C[C@@H](n2cc(-c3ccc(F)cc3)nn2)[C@H](O)C[C@@H]1c1ccc(Cl)cc1	3.6	-0.1	1.8	-3.1	-11.8	-0.5	2.0
-3.8	-0.9	5.5	COc1cc(NC(=S)NCCCO)c(OC)cc1Cl	-2.3	0.5	17.7	-1.9	-1.1	0.2	6.8
-0.4	-7.2	2.8	O=C(c1ccccn1)N1CCN(c2ccc(C(F)(F)F)cn2)CC1	4.1	-0.6	2.5	2.7	0.7	2.7	-6.6
1.2	-9.5	-6.4	CCOC(=O)C1(C)CCCCCN1C(=O)c1ccc(N(C)C)cc1 (configuration not stated)	-5.7	-0.1	4.3	-8.9	-2.5	4.8	5.7
0.5	7.8	-0.1	CN1CCN(C(=O)C2CCCN(S(=O)(=O)c3ccc(Cl)cc3)C2)CC1 (configuration not stated)	2.2	0.6	2.0	-7.6	1.7	1.8	-2.1
-2.0	-6.1	-14.8	O=C(c1ccccc1)N1CCN(CC(O)COc2ccc(Br)cc2)CC1 (configuration not stated)	2.4	0.3	3.8	0.9	-2.6	-3.6	3.7

Next section:
Tn7 DDE FP	Tn6 DDE FP	TDP2 absorb	canonical_smiles	LEDGF integ inh	proKLK7 act	UHRF1 MBD2 ctr	TCR-CD3 inh	SIAE primary	PRMT1 inh	MBD2 inh
2.0	4.2	0.4	CC(NC(=O)CCN1C(=O)c2ccccc2C1=O)c1ccccc1 (configuration not stated)	-1.1	0.1	4.0	0.8	8.4	-0.8	-4.5
-6.1	-7.5	1.7	COc1cccc2cc(-c3nnc(SCC(=O)NCc4ccccc4)n3C)oc12	2.2	-0.1	-0.5	-0.6	8.2	-2.1	3.9
0.4	3.0	11.3	CCOc1ccc(NC(=O)CN(C)C(=O)C2CC(=O)N(c3cccc(SC)c3)C2)cc1OCC (configuration not stated)	0.2	0.6	-2.4	1.7	1.2	-1.7	3.8
3.4	-3.7	-1.6	Cc1nn(CC(=O)Nc2ccccn2)c(C)c1Br	0.4	0.1	1.9	-2.0	1.8	-0.2	3.2
-5.0	-4.1	-7.3	CCCCOCCCNC(=O)c1ccccc1OCC	4.5	-0.1	2.0	5.6	6.7	-1.1	-6.4
7.2	3.8	5.8	CC(=O)Nc1ccc(N(C(=O)Cc2c[nH]c3ccccc23)C(C(=O)NC2CCCCC2)c2ccco2)cc1 (configuration not stated)	-1.7	0.6	-6.2	3.9	-0.8	-1.6	-0.2
5.8	7.0	6.7	CNC(=S)NNC(=O)Cc1ccc(OC)cc1	1.1	0.5	-0.2	4.0	1.2	-6.4	-11.4
-3.8	8.3	-5.5	COC(=O)c1c(C(=O)OC)c(-c2ccc(C(C)(C)C)cc2)n2c1CS(=O)C2 (configuration not stated)	5.0	-0.3	0.9	2.5	2.4	-3.9	1.2
8.8	-11.3	-13.2	O=C(CSc1nc2ccccc2c(=O)n1CCCO)Nc1ccc2c(c1)OCCO2	5.7	0.9	0.3	-1.6	7.7	-5.1	-4.4
-2.6	3.7	-1.9	O=CN1CCN(C(C(=O)NC2CCCCC2)c2ccc(Cl)cc2)CC1 (configuration not stated)	-2.2	0.2	-0.5	-3.9	-0.8	1.6	3.2
2.0	1.6	6.8	CC(=O)Nc1ccc(NC(=O)C2CCN(S(=O)(=O)c3ccc4c(c3)OCCO4)CC2)cc1	-0.9	0.4	-0.2	0.8	-1.9	1.0	-1.6
3.1	1.6	-1.0	CCN1C(=O)N[C@H](c2ccc(Br)cc2)C(C(C)=O)=C1C	2.5	0.1	0.4	2.8	6.1	-0.4	-2.5
2.1	-1.4	-9.8	CC(=O)Oc1ccc(CC(C(=O)O)N2C(=O)c3ccccc3C2=O)cc1 (configuration not stated)	0.1	0.4	-0.9	3.1	2.4	-7.2	-1.8
-8.7	-4.8	2.5	CCC(=O)N1CCc2cc(Br)cc(S(=O)(=O)CCC(=O)NCCOC)c21	1.0	-0.2	-1.1	-8.3	-0.2	0.6	0.7
7.7	5.3	-11.8	O=C1c2ccccc2C(=O)C1(CO)c1ccc(OC(F)F)cc1	-2.4	-0.1	3.5	-2.4	3.7	3.9	0.1

Other results.
Tn7 DDE FP	Tn6 DDE FP	TDP2 absorb	canonical_smiles	LEDGF integ inh	proKLK7 act	UHRF1 MBD2 ctr	TCR-CD3 inh	SIAE primary	PRMT1 inh	MBD2 inh
5.6	7.8	-10.6	NS(=O)(=O)c1cc([N+](=O)[O-])ccc1NCc1cccnc1	-4.4	0.3	0.1	4.8	5.0	0.5	-1.2
-2.3	-2.9	7.0	CCN(CC(=O)Nc1c(F)cccc1F)C(=O)c1ccc2ccccc2n1	-3.5	0.1	4.5	-4.3	-5.5	1.0	-0.6
-0.1	3.3	18.8	COc1ccc2c(C)cc3n[nH]c(=S)n3c2c1	-5.3	-16.4	-6.7	0.8	1.7	4.6	1.3
5.0	8.3	-22.2	Cc1cc(-c2nnc(SCc3ccccn3)o2)no1	4.1	0.0	2.2	12.2	-9.3	-1.3	1.6
1.7	4.6	1.3	COc1ccc(CCC(=O)O)c(C(CC(=O)O)C(=O)O)c1OS(=O)(=O)c1ccc(C)cc1 (configuration not stated)	0.9	-0.3	0.2	-7.7	-3.1	3.4	-3.2
-9.8	1.4	6.0	O=C(CN1CCN(CC(=O)Nc2cccc(F)c2)CC1)NCC1(N2CCOCC2)CCCCC1	-0.1	0.9	-1.9	1.7	4.1	-2.7	-0.8
-2.0	-11.3	3.0	NC(=O)c1ccc(NCCCN2CCOCC2)c([N+](=O)[O-])c1	4.2	-0.8	-11.5	7.9	5.6	-2.2	-8.7
-11.0	-5.8	-5.7	CCN(CC)C(=O)CSc1nc(OC)cc(=O)[nH]1	1.8	0.2	0.3	11.0	5.2	0.3	2.0
-1.7	0.8	-3.1	O=C(COC(=O)/C=C/c1cccc(F)c1)Nc1ccc2[nH]c(=O)[nH]c2c1	-1.1	0.2	-0.7	-4.9	-1.4	1.7	-2.9

Rows are unselected (roughly 4.6% active in at least one column).
